From PubChem BioAssay
Tn6 DDE FP = inhibitors of Tn6 peptide binding to fibrin DD(E), primary screen, biochemical, fluorescence polarization, human fibrin, Tn6 probe; Fibrinogen beta chain (Homo sapiens), P02675; Fibrin DD(E) TRITC-Tn6 fluorescence polarization displacement; inhibition, % at 8.3 µM; 0.21% of 370,000 active; AID 720509, 2013;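 active = inhibition above a per-campaign cutoff: mean of compounds within control limits plus 3 SD, cut at about 15% in these data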;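 note: 0% = median of all compound wells on the plate and 100% = blocking peptide control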
PLC-gamma1 inh = PLC-gamma1 enzyme inhibitors, primary screen, biochemical, fluorescence, purified enzyme | AID 720700, 2013 | 0.84% of 370,000 active | inhibition, % at 12.2 µM | fluorogenic substrate; in the data active = inhibition above about 9.5%
LEDGF integ inh = blockers of LEDGF/p75-dependent integrase strand transfer – biochemical, TR-FRET, high throughput, primary screen; TR-FRET IN-LEDGF/p75 DNA integration, Eu/Cy5; inhibition, % at 3.7 µM; 0.64% of 370,000 active;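 active = inhibition above the screen-wide mean plus 3 SD, cut at about 13% in these data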;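 note: signal is the Cy5 over europium emission ratio at 671 and 618 nm; 0% = plate median of compound wells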
ARFGAP1 inh = inhibitors of rat ARFGAP1 GAP activity, primary screen, biochemical, fluorescence polarization, GDP tracer | ADP-ribosylation factor GTPase-activating protein 1 (Rattus norvegicus), Q62848 | Arfgap1-stimulated ARF1 GTP hydrolysis, GDP FP detection | inhibition, % at 16.5 µM | 0.26% of 360,000 active | AID 651572, 2012;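 active = inhibition above a per-plate limit, mean inhibition of low control wells plus 3 SD, cut at about 25% in these data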;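 note: 0% = DMSO wells with enzyme and 100% = wells lacking Arfgap1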
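Material: rat Arfgap1 GAP domain (His6, aa 1-136), purified enzyme. Also added: human ARF1(Δ1-17)-GTP substrate. Compound dosing: 16.5 µM single point, 1.26% DMSO. Timing: enzyme reaction 120 min at 25 °C after 20 min preincubation. Signal: GDP detection by fluorescence polarization. Read-out basis: percent inhibition of GAP-stimulated GDP formation, scaled between DMSO and no-Arfgap1 medians.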
ADAM10 inh = human ADAM10 inhibitors, primary screen, biochemical, QFRET, HTS; recombinant ADAM10, EDANS/DABCYL FRET peptide cleavage, 3 h; inhibition, % at 7 µM; 0.62% of 370,000 active; AID 720582, 2013;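 active = inhibition above a per-campaign cutoff equal to the mean of compounds falling between control-based bounds plus 3 SD, cut at about 20% in these data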;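 note: 0% = DMSO wells while the 100% control is not disclosed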
Target sequence (O14672 214-748 limits assumed): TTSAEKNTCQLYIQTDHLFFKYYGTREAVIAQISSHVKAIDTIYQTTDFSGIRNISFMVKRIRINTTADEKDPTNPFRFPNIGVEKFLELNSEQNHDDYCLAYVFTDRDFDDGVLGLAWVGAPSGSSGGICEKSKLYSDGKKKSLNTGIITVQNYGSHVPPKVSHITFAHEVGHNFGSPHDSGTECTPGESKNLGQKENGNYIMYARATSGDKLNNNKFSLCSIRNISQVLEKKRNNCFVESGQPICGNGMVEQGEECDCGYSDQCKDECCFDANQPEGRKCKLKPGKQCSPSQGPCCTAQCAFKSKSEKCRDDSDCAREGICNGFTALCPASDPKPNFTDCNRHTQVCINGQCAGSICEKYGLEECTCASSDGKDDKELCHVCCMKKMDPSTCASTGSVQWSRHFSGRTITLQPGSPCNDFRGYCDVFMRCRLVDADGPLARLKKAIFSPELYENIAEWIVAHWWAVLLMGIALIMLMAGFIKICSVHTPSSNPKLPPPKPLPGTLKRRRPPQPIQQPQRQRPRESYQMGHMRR
KLK7 zymogen act = proKLK7 zymogen activators, primary screen, biochemical, fluorescence intensity; Kallikrein-7 (Homo sapiens), P49862; purified proKLK7, EDANS-DABCYL substrate fluorescence; 100% is mature enzyme control, 0% vehicle; AID 652039, 2013; activation, % at 7 µM; 0.9% of 370,000 active;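 active = activation above the mean of all tested compounds plus 3 SD, computed per campaign excluding outliers beyond control limits, cut at about 13% in these data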
ASAP1 inh = inhibitors of human ASAP1 ArfGAP activity, primary screen, biochemical, fluorescence polarization. ASAP1-stimulated ARF1 GTP hydrolysis, GDP FP detection. Arf-GAP with SH3 domain, ANK repeat and PH domain-containing protein 1 (Homo sapiens), …. inhibition, % at 16.5 µM. AID 624377, 2012. 0.19% of 360,000 active; in the data active = inhibition above about 25%;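 note: 0% = vehicle with enzyme and substrate and 100% = no enzyme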
TDP2 inh = human TDP2 enzyme inhibitors, primary screen, biochemical, epi absorbance, recombinant enzyme. T5PNP hydrolysis, p-nitrophenol absorbance 415 nm. inhibition, % at 12.8 µM. 0.34% of 370,000 active. AID 720702, 2013;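 active = inhibition above the mean of all tested compounds plus 3 SD, set per campaign, cut at about 25% in these data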;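 note: 0% = DMSO with enzyme and 100% = buffer with substrate but no TDP2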
Target sequence (O95551 whole entry, looked up): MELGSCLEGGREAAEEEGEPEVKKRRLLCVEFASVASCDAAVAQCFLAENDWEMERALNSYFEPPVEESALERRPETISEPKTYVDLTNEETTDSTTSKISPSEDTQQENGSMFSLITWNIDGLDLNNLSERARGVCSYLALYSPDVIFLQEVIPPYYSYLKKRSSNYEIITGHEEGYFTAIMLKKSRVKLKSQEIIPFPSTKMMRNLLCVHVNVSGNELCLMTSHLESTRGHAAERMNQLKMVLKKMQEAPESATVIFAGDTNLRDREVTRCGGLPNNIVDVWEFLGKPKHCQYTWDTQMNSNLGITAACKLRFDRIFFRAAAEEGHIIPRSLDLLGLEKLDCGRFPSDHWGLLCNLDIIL
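Material: recombinant human TDP2; quantity: TDP2 enzyme at 120 nM final; medium: Tris-HCl pH 7.5 with MgCl2; compound: single concentration, 12.8 µM nominal, with 1% DMSO; incubation: 2 h enzyme incubation at 37 °C; signal: epi absorbance; measure: percent inhibition; benchmarks: high control without enzyme, low control DMSO plus TDP2; repeats: singlicate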
ADAM17 inh = ADAM17 inhibitors, primary screen, biochemical, QFRET; Disintegrin and metalloproteinase domain-containing protein 17 (Homo sapiens), P78536; recombinant ADAM17, EDANS/DABCYL FRET peptide cleavage; inhibition, % at 6.95 µM; 0.83% of 370,000 active; AID 720648, 2013;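 active = inhibition above the mean of compounds lying between control limits plus 3 SD, set per campaign, cut at about 8.5% in these data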;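 note: 0% = DMSO-only wells as the low control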
DDE Tn7 FP inh = inhibitors of Tn7 peptide binding to fibrin DD(E), primary screen, biochemical, fluorescence polarization, human fibrin, Tn7 probe; FP displacement of FITC-Tn7 peptide from fibrin DD(E); 0% = median of compound wells per plate; inhibition, % at 8.3 µM; 0.13% of 370,000 active;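 active = inhibition above the mean of compounds falling within the control limits plus 3 SD of them, cut at about 14% in these data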;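 note: 0% = plate median of compound wells and 100% = 10 µM Aha-Tn7 peptide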
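Measure: % inhibition scaled between sample-field median and high-control FP; Test system: human fibrin DD(E); Quantity: 2 µM final DD(E) protein; Doses: one dose, 8.3 µM nominal; Schedule: compound with protein 10 min, then 3 h after probe, room temperature; Detection: fluorescence polarization; Medium: Tris buffer with calcium and detergent, pH 7.8.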
* hit, by the source's call; i = inactive; · = not tested or not shown. The order is random. About 4.2% of those tested had a hit in this group.

Values in the order: Tn6 DDE FP, PLC-gamma1 inh, LEDGF integ inh, ARFGAP1 inh, ADAM10 inh, KLK7 zymogen act, ASAP1 inh, TDP2 inh, ADAM17 inh, DDE Tn7 FP inh
> Cc1ccc(CNC(=O)CCSCc2cccc(F)c2)cc1
  -2, 1, -6, -4, 5, 0.6, 7, -26, 0, 5
> CN(CC(=O)NCc1ccccc1Cl)S(=O)(=O)c1ccc2c(c1)n(C)c(=O)c(=O)n2C
  1, -12, 2, 7, -37, 0.3, 2, 12, -13, -4
> Cc1cccc(Oc2nc3ccccn3c(=O)c2/C=C(\C#N)C(=O)NC2CCS(=O)(=O)C2)c1 (stereo not drawn)
  0, -379, 1, -5, i, 11, 7, 2, -483, -1
> O=C(NCc1cccs1)c1cnc(Cl)c(Cl)c1
  7, -1, -1, -9, 3, -0.1, -1, 3, -5, 10
> c1ccc(-c2[nH]ncc2-c2nc3ccccc3[nH]2)cc1
  -1, 2, -4, 11, -16, 0.3, 5, -9, 0, -6
> CCCCOCC(O)CN1CCN(C(C)=O)CC1 (stereo not drawn)
  5, 2, 1, 5, -2, 0.0, 1, 12, 0, -2
> COc1cc(C(O)CO)ccc1OS(=O)(=O)O (stereo not drawn)
  0, -1, -6, 4, -4, -0.2, 5, 4, -6, -2
> COc1ccccc1NC(=O)CSc1nnc(C2CCCCC2)n1C
  1, 2, -2, 6, -9, -0.1, 16, -5, -2, 7
> O=C(c1cc2cc([N+](=O)[O-])ccc2oc1=O)N1CCOCC1
  -8, -1, 0, 10, 9, 0.0, 5, 8, 3, -4
> O=C(N/N=C/c1c[nH]c2ccc(Br)cc12)C1CC1
  0, 5, 3, 4, 3, 0.4, 5, 9, 1, -4
> O=S(=O)(N/N=C/c1ccc(N2CCOCC2)cc1)c1ccccc1
  -6, -6, -3, 8, -16, -0.3, -8, -1, -6, 3
> Cc1cc(C)c(S(C)(=O)=O)c(S(=O)c2ccc(Cl)cc2)n1 (stereo not drawn)
  4, 2, -4, -3, 6, 0.1, 6, 2, -1, 4
> COc1ccc(OC)c(S(=O)(=O)N2CCN(Cc3ccccc3)CC2)c1
  4, 1, 6, -1, 4, -0.1, -9, 8, -1, -6
> COc1ccc(-c2[nH]ncc2[C@@H]2C[C@H]3CN(Cc4ccccc4C)C(=O)[C@]34CCCN24)cc1
  2, 0, -3, -2, 16, -0.5, -5, -12, 2, -2
> CCn1c(=O)n(CC(=O)N2CCCC2)c(=O)c2ccccc21
  6, -2, 3, ·, -9, -0.2, ·, 5, -4, -4
> Cc1ccc2nc(-c3cccc(Br)c3)cc(C(=O)NCC3CCCO3)c2c1 (stereo not drawn)
  0, 6, 0, 1, -28, 0.1, 15, -20, -7, -4
> Cc1nc2sccn2c(=O)c1S(=O)(=O)NCc1ccccc1
  3, 0, -2, 5, -25, 0.4, 0, 5, -40, -6
> CCOC(=O)CCCNC(=O)CCNC(=O)c1ccc(OCC)cc1
  7, 0, -4, 9, 1, 0.2, 6, -5, -1, 1
> COc1cc(/C=N/NC(=O)CCn2c3ccccc3c3ccccc32)cc(OC)c1OC
  0, 2, 2, 4, 8, 0.1, 3, -4, 1, -3
> O=C(N/N=C/c1ccncc1)c1ccc(NC(=O)c2cccc(Cl)c2)cc1
  -17, 1, -6, -7, -5, 0.3, 19, -10, 1, 4

Copied from the list:
COc1ccc(OC)c(S(=O)(=O)N2CCN(Cc3ccccc3)CC2)c1 in ADAM17 inh → -1
Cc1cc(C)c(S(C)(=O)=O)c(S(=O)c2ccc(Cl)cc2)n1 (stereo not drawn) in PLC-gamma1 inh → 2

(continued)
Values in the order: Tn6 DDE FP, PLC-gamma1 inh, LEDGF integ inh, ARFGAP1 inh, ADAM10 inh, KLK7 zymogen act, ASAP1 inh, TDP2 inh, ADAM17 inh, DDE Tn7 FP inh
> COc1ccc(CN2CCCC(C(=O)N3CCCC3)C2)cc1 (stereo not drawn)
  -3, 4, 0, 6, -7, 0.1, -3, 20, -2, -3
> Cc1ccc(S(=O)(=O)N(C)C)cc1NC(=S)N1CCCCC1CO (stereo not drawn)
  -2, 0, -2, 2, -3, 0.0, -3, -5, -1, -7
> CSc1nc2ccccc2c(=O)n1N
  -3, -2, -3, 10, 0, -0.2, -9, -1, -5, 7
> COCCN(C(=O)c1oc2ccccc2c1COC)c1c(N)n(CC(C)C)c(=O)[nH]c1=O
  2, 2, 2, -9, -20, 0.0, 5, -15, -5, -5
> CCn1c(CNc2ccc(F)cc2)nnc1SCC(=O)Nc1ccc(OC)cc1
  6, -3, 2, -16, 0, -0.1, 2, 7, -5, 3
> CCC(C(=O)n1cccc1C#N)c1ccccc1C (stereo not drawn)
  4, -2, 0, 16, 3, 1.0, 12, 2, -3, -7
> CCCCc1nc2cc(C(=O)N3CCCC3)ccc2o1
  -8, 0, -5, 17, -9, -0.1, -1, 0, 0, -4
> CCOC(=O)C[C@@H]1OC[C@H](CO)N1S(=O)(=O)c1ccc(C)cc1
  -2, 7, 11, -9, 0, 0.4, 3, -4, 6, 1
> CSc1nc(N)c(C(=O)NC2CCCCC2)s1
  -7, 12*, 2, -1, -2, -0.2, 8, -14, -3, -4
> CC1(C)Cc2c(cnn2-c2cccc(F)c2)C(NC(=O)CSc2ccccn2)C1 (stereo not drawn)
  1, -89, 5, 14, -20, 3.6, -23, -2, -8, 2
> Cc1nn(CC(=O)NNC(=O)c2ccccc2F)c([N+](=O)[O-])c1Br
  -5, -1, -2, 11, 0, 0.2, 6, 20, -1, -10
> CS(=O)(=O)N1CCC2(CC1)OCCN2S(=O)(=O)c1ccccc1
  -10, 5, 3, 0, 7, 0.6, -8, -12, 3, 5
> CCOC(=O)c1ccc(NC(=O)N2CCN(c3cccc(OC)c3)CC2)cc1
  -1, -3, -2, -8, 1, 0.0, -3, 8, 0, 4
> COc1cc(C(=O)O)ccc1OCC(=O)N1CCOCC1
  -6, 1, 0, -3, 9, 0.0, 1, 10, -4, -8
> CC(C)C1C(=O)NC(=S)N1S(=O)(=O)c1ccc(C(C)(C)C)cc1 (stereo not drawn)
  3, -1, 2, 3, -4, -0.8, -9, 4, -4, -8
> C#CCOCCOCCOCCNc1nc(N2CCN(C(=O)[C@H]([C@@H](C)CC)n3cc(CCCCN)nn3)CC2)nc(N2CCN(C(=O)[C@H](CCCCN)n3cc(CC(C)O)nn3)CC2)n1 (stereo partly drawn)
  -1, -2, 1, -1, 0, -0.1, -12, 8, -1, -5
> Cc1occc1C(=O)Nc1sc2c(c1C(N)=O)CCC(C(C)(C)C)C2 (stereo not drawn)
  1, -7, -2, 0, -12, -0.5, 14, -3, -7, -1
> CCOC(=O)C1C(=O)CC(C)(O)C(C(=O)OCC)C1c1ccc([N+](=O)[O-])cc1 (stereo not drawn)
  -7, 1, 8, 10, 8, 0.2, 2, 0, -3, -3
> Cn1c(NC(=O)c2ccccc2)nc(Cc2ccccc2)c1-c1ccccc1
  -11, 3, 23*, ·, 8, -0.3, ·, -5, 8, 1
> CCCCNC(=O)c1nc(C2CCN(S(=O)(=O)c3cccc(C(F)(F)F)c3)CC2)oc1-c1ccccc1
  -3, 0, -2, 4, -8, 1.0, -3, 9, -5, 7
> COc1cc2ccccc2cc1C(=O)NC(=S)Nc1cccc(C(=O)O)c1
  -1, -12, -4, -2, -24, -0.5, 1, -10, -6, 1
> COC(=O)[C@]12CCCCC=C1N(Cc1cccc3ccccc13)C(=O)[C@H](CC(=O)NCc1ccccc1)C2
  -6, 1, 6, 13, 20, 0.0, 5, -4, 6, -4
> CCOC(=O)C1=C(CN2CCN(C(=O)c3ccco3)CC2)NC(=O)NC1c1ccc(OC(C)C)cc1 (stereo not drawn)
  1, 3, 0, 3, -3, 0.4, -14, -4, 4, -1
> Cc1cc(CCNC=O)c(C)c2c1oc1ccccc12
  0, -1, 2, 3, -1, 0.0, -12, -3, 1, -10
> CN(Cc1ccc(F)cc1)C(=O)C(c1ccccc1)c1ccccc1
  2, 2, -2, 11, 12, 0.7, -6, -20, 2, -2
> CSc1cccc(CN2CCCC(CNC(=O)c3ccc(F)cc3)C2)c1 (stereo not drawn)
  -6, -1, 0, 4, -2, 0.0, 7, 10, -8, 11
> CCC(C(=O)NCc1ccccn1)n1c2ccccc2c2nc(=O)cc(C)n21 (stereo not drawn)
  10, -7, 0, -3, -11, 0.3, -23, 7, -7, 2
> CCOC(=O)N1CCC(NC(=O)c2ccc3nc(N4CCOCC4)sc3c2)CC1
  6, -1, 0, 7, 1, -0.2, -3, 14, -6, 6
> CC1(C)Cc2c(cnn2-c2ccccc2)C(NC(=O)CCCN2CCCCC2=O)C1 (stereo not drawn)
  -1, 1, -4, 3, 0, 0.6, 3, -2, 1, 16*
> CCOC(=O)c1c(CSCc2ccccc2)oc2ccc(O)c(CN(C)C)c12
  -8, -3, 5, -2, 7, -0.2, -8, -17, 3, 0
